Compound activity from PubChem BioAssay.
D2 agonist: activates the human D2 dopamine receptor; HEK293 T-REx D2 cells, calcium flux agonist mode; actives 0.53% (n = 340,000); activation, % at 2 µM; P14416;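 active = activation over 3 SD above normal in the single-dose calcium agonist read, cut at about 30% in these data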; also: 0% is about no effect
Target sequence (P14416 whole entry, looked up): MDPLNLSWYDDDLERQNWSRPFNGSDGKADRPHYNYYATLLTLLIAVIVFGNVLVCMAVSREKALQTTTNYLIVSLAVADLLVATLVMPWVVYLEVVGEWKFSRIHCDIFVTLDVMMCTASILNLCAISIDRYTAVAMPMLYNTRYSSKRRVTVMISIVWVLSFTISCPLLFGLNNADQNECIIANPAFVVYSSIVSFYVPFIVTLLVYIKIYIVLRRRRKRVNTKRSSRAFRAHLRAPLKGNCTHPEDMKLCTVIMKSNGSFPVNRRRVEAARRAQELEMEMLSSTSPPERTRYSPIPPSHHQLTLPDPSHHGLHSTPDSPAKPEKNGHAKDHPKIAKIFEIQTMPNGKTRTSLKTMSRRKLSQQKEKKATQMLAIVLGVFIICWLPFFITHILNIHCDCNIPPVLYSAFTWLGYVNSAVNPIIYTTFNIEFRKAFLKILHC
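In this primary screen, compounds producing a positive calcium signal within 180 s of addition to tetracycline-induced, force-coupled HEK293 Trex D2 cells are flagged; cells are dye-loaded with a no-wash calcium kit beforehand.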
D2 antag: antagonists of human D2 dopamine receptor | P14416 | HEK293 TREx D2 cells, calcium flux, dopamine EC80 | inhibition, % at 10 µM | actives 2% (n = 340,000) | AID 485344; in the data active = inhibition above about 30%; also: 0% is about no effect
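Overnight-induced (tetracycline, 30 C) HEK293 T-REx cells carrying force-coupled D2 receive a no-wash calcium dye, then compound, then EC80 dopamine at 180 s; signals are read kinetically throughout.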
ERG-DNA inh: inhibitors of human ERG Ets domain-DNA interaction. P11308. fluorescence polarization, His-ERG Ets domain / labelled DNA. Potency, µM (series often up to 76.9 µM), for inactives: at the top dose FP activity, negative = inhibition, most hits filed as inhibitors. actives 0.028% (n = 370,000). AID 624246; active = well fitted inhibition curve with a large enough effect in the polarisation, with a control signal flat; inconclusive = small, poorly fitted or top-dose-only effect, or effect the other way, or a change in a side signal; inactive = no such curve, though single readings can be large or run the other way; the % refers to the polarisation;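 also: polarization taken with two DNA probes labelled with fluorescein and Texas red; potency is read from the fitted curve at half-maximal effect; % of control where 0% means no effect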
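His-tagged ERG Ets domain (1 uM in the protein solution; 300mM KCl, 50mM Tris-HCl, 1mM EDTA, 1mM DTT, pH 7.5) received compound, then a probe mix of 5 nM fluorescein-DNA and 100nM Texas-615-DNA. Fluorescence polarization was read for both dyes.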
Vif-A3G inh: blocks the Vif interaction with human APOBEC3G; Q9HC16; HeLa A3G-eYFP + Vif (tagged APOBEC3G with the HIV-1 protein that degrades it), YFP fluorescence, overnight; Potency, µM (top dose mostly 46.1 µM), inactives show at the highest dose activity, negative = active, actives largely listed as inhibitors; actives 0.076% (n = 410,000); AID 602310;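 also: potency is read from the fitted curve at half-maximal effect; % is scaled to controls: 0 for no effect and ±100 for the full control effect; nearly all actives have a fitted effect of over 60% in size; hits raise eYFP signal because A3G escapes Vif-driven loss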
Target sequence (Q9HC16 whole entry, looked up): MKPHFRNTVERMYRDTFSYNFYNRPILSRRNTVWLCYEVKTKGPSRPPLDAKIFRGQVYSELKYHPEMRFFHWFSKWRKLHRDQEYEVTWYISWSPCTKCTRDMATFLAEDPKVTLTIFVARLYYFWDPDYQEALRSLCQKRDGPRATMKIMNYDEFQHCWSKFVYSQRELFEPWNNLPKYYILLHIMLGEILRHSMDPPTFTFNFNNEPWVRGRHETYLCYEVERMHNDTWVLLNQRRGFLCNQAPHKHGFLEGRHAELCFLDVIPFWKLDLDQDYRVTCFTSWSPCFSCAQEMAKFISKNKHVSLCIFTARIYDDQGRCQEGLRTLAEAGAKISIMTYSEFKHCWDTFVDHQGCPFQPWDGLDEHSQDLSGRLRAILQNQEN
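HeLa cells stably expressing Vif and C-terminally eYFP-tagged A3G, seeded overnight at 37 deg C, then exposed to compound by pintool overnight at 37 deg C. Rise in yellow fluorescence (Ex 488/Em 500-530, Acumen) marks blocked Vif-driven A3G degradation.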
LDHA inh: LDHA (human) enzyme inhibition; P00338; purified LDHA, NADH/diaphorase-resazurin fluorescence; active compounds read low; activity change, % (values are at about 110 or 230 µM); actives 0.15% (n = 480,000); AID 1347041; in the data active = activity change below about -30%; inconclusive = mostly about -25% to -30%;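 also: plate controls were DMSO wells for no effect and wells without enzyme for full effect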
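Enzyme activity of human lactate dehydrogenase 5 (2 nM; 0.06 mM NADH, 0.2 mM pyruvate, 5 min, RT) is measured via a resazurin/diaphorase fluorescence readout of residual NADH.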
RGS4 inh: inhibitors of human regulator of G protein signaling 4; P49798; Transcreener GDP fluorescence polarization, RGS4-accelerated GTP hydrolysis; Potency, µM (doses to about 114 µM), for the others: at the top dose activity change, negative = inhibition, most hits filed as inhibitors; actives 0.039% (n = 390,000); also: potency is read from the fitted curve at half-maximal effect; % is scaled to controls: 0 for no effect and ±100 for the full control effect; nearly all actives have a fitted effect of over 75% in size; some results filed as inactive show a strong effect at the top dose
Target sequence (P49798 whole entry, looked up): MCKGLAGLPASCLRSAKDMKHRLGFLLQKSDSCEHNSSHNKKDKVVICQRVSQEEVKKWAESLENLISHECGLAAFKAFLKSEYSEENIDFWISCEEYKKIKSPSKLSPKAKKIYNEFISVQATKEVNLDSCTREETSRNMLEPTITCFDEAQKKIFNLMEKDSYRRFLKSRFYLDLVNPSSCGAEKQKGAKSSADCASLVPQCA
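MLSMR compounds (23 nl, pin-transferred) preincubated 10 min at room temperature with a 500nM (2x) first reagent, then RGS4 at 900nM (2x) plus Transcreener GDP mix added; fluorescence polarization (620/688 nm) read before and after 90 min at 30 °C.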
GRP78 ERSR act: inducers of ER stress response in human glioma cells. U87-MG GRP78 promoter luciferase reporter, 16 h. Potency, µM, for the others: at the highest dose activation, most hits filed as activators. actives 0.02% (n = 420,000). AID 602332; also: potency is read from the fitted curve at half-maximal effect; series mostly up to about 76 µM; % of control where 0% means no effect; nearly all actives have a fitted effect of over 35% in size
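Stably transfected U87-MG human glioma cells carrying a GRP78-based luminescent sensor were seeded at 1000 cells/well, pin-dosed with compounds and incubated 16 h. Luciferase reagent was then added, and end-point luminescence was read after 10 min at room temperature.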
Vif-APOBEC3F blk: blocks the Vif interaction with APOBEC3F | HeLa A3F-eYFP + Vif (tagged APOBEC3F with the HIV-1 protein that degrades it), YFP fluorescence increase | Potency, µM (highest dose often 46.1 µM), for inactives: top-dose activity, negative = active | actives 0.2% (n = 390,000); also: potency is read from the fitted curve at half-maximal effect; % of control where 0% means no effect; nearly all actives have a fitted effect of over 65% in size
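Fluorescence increase (Ex 488/Em 500-530) after overnight compound treatment at 37 deg C flags inhibition of Vif-driven A3F-eYFP loss in stable HeLa A3F-eYFP/Vif cells seeded overnight beforehand.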
ALOX12 inh: blocks human arachidonate 12S-lipoxygenase; P18054; purified 12hLO, xylenol orange hydroperoxide absorbance; AID 1671190; actives 1.1% (n = 580,000); Potency, µM (highest dose often 108 µM), without a hit: top-dose activity change, negative = inhibition, hits mostly inhibitors; also: potency is read from the fitted curve at half-maximal effect; % is scaled to controls: 0 for no effect and ±100 for the full control effect
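Purified human 12hLO at 150 nM in 25 mM Hepes, 0.01% Triton X-100, pH 7.0, preincubated 15 min at room temperature with compound. Reaction started with 40 uM arachidonic acid, 30 min at room temperature. Hydroperoxide measured by Fe-xylenol orange, 573/405 nm absorbance ratio.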
An asterisk follows results filed as active; ? = inconclusive; nt = no result given; & = joins results of further samples; [ ] = another dose, or the depositor's remark. Unless noted, calls follow the shape of the dose curve; as a rule, active = well fitted curve in the direction sought with a large enough effect; inconclusive = small, poorly fitted or top-dose-only effect, or another doubt; inactive = no such curve, though single readings can be large; an effect the other way counts as inactive or inconclusive.

entry	Compound	ERG-DNA inh	D2 agonist	Vif-APOBEC3F blk	D2 antag	GRP78 ERSR act	Vif-A3G inh	ALOX12 inh	LDHA inh	RGS4 inh
1	COc1ccc(OC)c2sc(Cl)nc12	-15%	-2.0	-3%	-10	-2%	-5%	-10%	0	-21%
2	N#CC(c1ccccc1)N(CCCCl)C(=O)c1ccccc1 (configuration not stated)	-1%	-0.4	3%	-3	-2%	1%	-5%	-9	3%
3	COC(=O)c1ccc(NS(=O)(=O)c2c(C)[nH]c(C)c2C(=O)N2CCCC2)cc1	-16%	0.6	-19%	-9	0%	-5%	11%	-2	-20%[56.9 µM]
4	Cc1ccc(OCC(=O)N/N=C\c2c(C)[nH]n(-c3ccccc3)c2=O)c([N+](=O)[O-])c1	-1%	-0.6	?	-8	3%	1%	?	-1	-20%
5	O=CNc1c(Br)cc2c(c1Br)Cc1cc(Br)ccc1-2	-8%	nt	5%	nt	-3%	4%	-8%	0	-31%
6	Cc1ccc(S(=O)(=O)NCC(NCc2ccc(F)cc2)c2ccccc2)cc1 (configuration not stated)	9%	0.4	7%	1	-1%	-5%	-11%	-3	-14%
7	CCOc1ccc(OCC)c(NC(=O)c2nnn(CC(=O)Nc3ccc(C)cc3C)c2N)c1	-9%	0.0	-8%	nt	-2%	2%	0%	-3	19%
8	Cc1ccc(C)c(NC(=O)CN2C(=O)CSc3nc(C)cc(C)c32)c1	-3%	-0.5	0%	nt	-5%	2%	-22%	-1	-8%
9	COc1ccccc1NC(=S)NCCSc1ccc(C)cc1	-1%	1.1	?	-2	-1%	1%	45µM*	-3	-8%
10	COc1ccc(NC(=O)CSc2nc3ccccc3c(=O)n2-c2ccc3c(c2)OCO3)c(OC)c1	-2%	-0.7	5%	4	-3%	-4%	-7%	-9	-23%
11	C/C(=N\Nc1ncnc2sc(C)c(C)c12)c1ccccn1	5%	46*	?	-19	5%	?	?	1	-11%
12	CN(CCNC(=O)c1cn(C)c2ccc(S(=O)(=O)N(C)C)cc2c1=O)CCc1ccccc1	-2%	16	2%	45*	-3%	-1%	?	-1	9%
13	O=C1COc2ccc(C(=O)CSc3nnc(-c4cccs4)n3Cc3ccccc3)cc2N1	3%	1.1	-2%	24	-6%	1%	0%	-1	-12%
14	CCn1c(CNC(=O)Cc2ccc(OC)cc2)n[nH]c1=S	-4%	0.3	-12%	-12	-4%	0%	?	-3	-14%
15	CN(C)c1ccc(C2C3CCCc4ccccc4C3=NN2C)cc1 (configuration not stated)	5%	nt	8%	nt	9%	1%	?	1	-1%
16	NC(=O)C1CCN(C(=O)CCC(=O)N2CCOc3ccc(Cl)cc32)CC1	-13%	-0.5	-1%	-4	-1%	0%	4%	-1	-17%
17	CCCCC(=O)NCc1ccccc1Cl	3%	-2.8	2%	-1	2%	2%	0%	-8	-12%
18	Cc1ccccc1NCc1ccc([N+](=O)[O-])s1	-1%	-2.5	0%	-24	4%	-27%	0%	-5	6%
19	O=C(NCc1ccccc1)N1CCC(Cc2ccccc2)CC1	2%	-0.2	0%	10	0%	4%	8%	-6	8%
20	O=C(Cn1ccnc1)c1ccc(O)c(O)c1	-4%	0.0	1%	4	3%	-3%	?	7	-1%
21	Cc1cc(C)cc(NC(=O)N2CCN(c3cc(-c4noc(C)n4)ccc3C)CC2)c1	-1%	0.4	0%	nt	0%	0%	-3%	-7	-7%
22	O=C(Cc1cccs1)N/N=C/C=C\c1ccco1	14%	0.3	?	0	5%	-5%	?	7	-16%
23	O=C(NCC(Cl)c1ccc2ccccc2c1)c1c(F)cccc1F (configuration not stated)	14%	0.3	0%	69*	2%	-3%	35µM*	-4	2%
24	COc1ccc(OC)c(N=C(N)N=C(N)N)c1	2%	0.2	-6%	-8	-1%	4%	3%	1	16%
25	COc1ccc(CCNC(=O)c2ccc3c(c2)nc2n3CCCCC2)cc1OC	1%	0.4	1%	nt	-3%	6%	-1%	-4	-32%

Next section
entry	Compound	ERG-DNA inh	D2 agonist	Vif-APOBEC3F blk	D2 antag	GRP78 ERSR act	Vif-A3G inh	ALOX12 inh	LDHA inh	RGS4 inh
26	C=CCN1C2CCCC1CC(NC(=S)Nc1ccc(Cl)cc1)C2 (configuration not stated)	-1%	nt	-13%	nt	-1%	4%	-24%	-4	-15%
27	CCC(Cn1nnc2ccccc2c1=O)NC(=O)Nc1cccc(C)c1C (configuration not stated)	-2%	nt	-2%	nt	0%	-3%	-31%&2%	1&17	8%
28	CCOC(=O)c1oc2cc(O)ccc2c(=O)c1-c1csc(C)n1	6%	0.3	nt	-3	6%	0%	0%	-8	29%
29	COC(=O)c1cc(Cl)c(NC(=O)c2ccc(C(C)(C)C)cc2)cc1OC	2%	1.3	0%	1	2%	5%	4%	3	-34%
30	COc1ccc(CCNC(=O)CSc2nc3ccccc3nc2Cc2ccc(Cl)cc2)cc1OC	2%	-0.9	-6%	nt	-4%	-2%	?	3	37%
31	Cc1ccc(C(CC(N)=O)c2ccco2)cc1 (configuration not stated)	1%	-0.6	-4%	-14	-1%	1%	11%	1	5%
32	CC1Cc2cc(S(=O)(=O)N3CCC(C(=O)N(C)Cc4ccco4)CC3)ccc2N1C(=O)C1CCC1 (configuration not stated)	7%	0.2	3%	-2	-4%	3%	-11%	-5	5%
33	O=C(NCCn1cc(SCc2ccc(C(F)(F)F)cc2)c2ccccc21)c1ccccc1F	10%	-0.1	0%	nt	-1%	-1%	-13%	0	3%
34	O=c1c2cccc3c2c(nn1-c1ccccc1)-c1ccccc1-3	-2%	-1.2	1%	-27	4%	-8%	-4%	3	3%
35	N#C/C(=C\c1ccc(-c2cccc([N+](=O)[O-])c2)o1)C(=O)NCCN1CCOCC1	8%	-0.2	14%	11	0%	1%	?	-9	-7%
36	O=C1/C(=C\c2cccnc2)CN(Cc2ccccc2)C/C1=C\c1cccnc1	12%	3.9	-14%	-17	-14%	?	nt	-1	-18%
37	O=C(C=Cc1ccccc1)N1CCCCC1	-2%	nt	-9%	nt	2%	-4%	?	0	2%
38	Cc1cccc(Oc2nc3ccccn3c(=O)c2/C=C(\C#N)c2nc3ccccc3s2)c1C	0%	0.3	-10%	nt	-1%	-3%	?	6	-50%
39	CCNc1nc(Oc2ccc(OCC(=O)OC)nn2)nc(N2CCOCC2)n1	2%	0.4	-9%	nt	0%	0%	0%	-14	11%
40	CC(/C=N/NC(=O)Cc1cc(=O)[nH][nH]1)=C\c1ccccc1	-2%	nt	3%	nt	-4%	2%	0%	-3	-4%
41	CC(C)(CNc1ccc([N+](=O)[O-])cc1Cl)N1CCOCC1	15%	-0.7	-6%	-10	2%	1%	-14%	-6	-15%
42	Fc1ccc(C(Nc2ccc(Cl)c(C(F)(F)F)c2)c2nnc(-c3ccccc3)o2)cc1 (configuration not stated)	-5%	1.0	-5%	nt	0%	0%	-26%	0	-1%
43	O=C(NN=C1CCCC1)c1n[nH]c2c1CCC2	4%	0.4	-4%	-6	0%	?	8%	-2	0%
44	CC(NC(=O)CN1CCCC1)C12CC3CC(CC(C3)C1)C2 (configuration not stated)	-9%	0.8	-4%	1	5%	0%	-6%	-16	-4%
45	Cc1c(NC(=O)c2cc(C3CC3)on2)c(=O)n(-c2ccccc2)n1C	0%	0.5	0%	-15	1%	-1%	14%[57.4 µM]	0	8%
46	CC(Oc1ccc(C(C)(C)C)cc1)c1ccnc2nc(/N=C/N(C)C)nn12 (configuration not stated)	5%	-1.6	4%	2	0%	-1%	13%	3	-10%
47	CN(C)CCNc1oc(COc2ccc(-c3ccccc3)cc2)nc1C#N	1%	-0.3	-14%	-10	4%	-1%	0%	10	-8%
48	O=C(Nn1c(C2CCCCC2)nc2ccccc2c1=O)c1ccc([N+](=O)[O-])cc1	2%	-1.1	-21%	22	-5%	-1%	-7%	-1	-1%
49	Fc1ccc(-c2nnc(CSc3nnc4ccccn34)o2)cc1	nt	0.2	0%	-10	-1%	-2%	11%	2	-11%
50	CCOC(=O)C1CCN(C(=O)c2cc3c(=O)n4cccc(C)c4nc3s2)CC1	2%	1.9	14%	-1	2%	-1%	0%	-6	-8%
51	COc1ccc(/C=N/NC(=O)C2C(=O)NCC2c2ccccc2)c(OC)c1 (configuration not stated)	5%	2.3	-22%	-5	0%	-5%	0%	1	-15%
52	NC(=O)C1=CN(Cc2ccc(Cl)cc2)CCC1C(F)(F)F (configuration not stated)	-4%	-0.3	3%	-10	-6%	-1%	80%[activator]	-4	-4%

The list is partial (hit frequency here may not be typical).
